High-throughput results from PubChem.
KDM4E inh – JMJD2E (human) inhibition; B2RXH2; JMJD2E catalytic domain, FDH-coupled NADH fluorescence (FDH is formaldehyde dehydrogenase); Potency, µM (doses to about 57.1 µM), for the others: at the top dose activity change, negative = inhibition, hits mostly inhibitors; hit rate 1.6% among 230,000; active means well fitted inhibition curve with a large enough effect, not every such curve was filed as active; inconclusive means small, poorly fitted or top-dose-only effect, or another doubt; inactive means no such curve, though single readings can be large or run the other way;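 further: 0% = wells with enzyme and -100% = buffer wells without enzyme; nearly all actives have a fitted effect of over 50% in size; many of its hits are not listed in these tables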
Target sequence (B2RXH2 1-337 limits assumed): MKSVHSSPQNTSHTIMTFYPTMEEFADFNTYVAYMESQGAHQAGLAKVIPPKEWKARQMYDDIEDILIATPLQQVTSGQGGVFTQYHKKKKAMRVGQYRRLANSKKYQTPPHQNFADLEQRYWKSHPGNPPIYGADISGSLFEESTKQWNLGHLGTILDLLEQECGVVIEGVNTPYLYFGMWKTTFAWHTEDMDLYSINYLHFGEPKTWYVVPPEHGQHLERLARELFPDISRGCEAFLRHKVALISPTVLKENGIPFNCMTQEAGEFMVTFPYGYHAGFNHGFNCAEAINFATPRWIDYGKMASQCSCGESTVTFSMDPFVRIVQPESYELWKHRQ
RGS12 GoLoco inh – inhibitors of human Gai1-RGS12 GoLoco interaction (red fluorophore); Gai1:RGS12 GoLoco peptide FP, rhodamine, 10 min; P63096; hit rate 0.44% among 230,000; Potency, µM (doses to about 61.6 µM), for the others: top-dose activity, negative = inhibition, hits mostly inhibitors; active means well fitted inhibition curve with a large enough effect, not every such curve was filed as active; inactive means no such curve, though single readings can be large or run the other way; further: on the % scale 0 is the no-effect control and ±100 the full control effect; nearly all actives have a fitted effect of over 30% in size; many of its hits are not listed in these tables
SMN2 splice up – enhancers of SMN2 splice variant expression. hit rate 2.8% among 210,000. AID 1458. HEK293 SMN2-luciferase splicing reporter, luminescence, 30-36 h. Potency, µM (highest dose often 46.1 µM), for the others: at the highest dose activity change, positive = activation, hits mostly activators; further: % of control where 0% means no effect; nearly all actives have a fitted effect of over 55% in size
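HEK293 cells carry an SMN2 minigene-luciferase reporter in which exon 7 inclusion puts luciferase in frame. Cells were seeded at 2000 cells/well, attached for 10-12 hours, then exposed to compounds for 30-36 hours at 37C before ONE-Glo luminescence.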
ALDH1A1 inh – inhibitors of human aldehyde dehydrogenase 1A1 | P00352 | Purified ALDH1A1, NADH fluorescence, propionaldehyde substrate | Potency, µM (doses to about 75.3 µM), without a hit: at the highest dose activity, negative = inhibition, usual class: inhibitors | hit rate 7.3% among 220,000 | AID 1030; active means well fitted inhibition curve with a large enough effect, not every such curve was filed as active; inconclusive means small, poorly fitted or top-dose-only effect, or another doubt; inactive means no such curve, though single readings can be large or run the other way;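 further: plate controls were no enzyme wells and a reference inhibitor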
TexasRed fluor – Texas Red fluorescence interference in TRb-SRC2 counter-screen | hit rate 0.29% among 280,000 | Potency, µM (doses to about 106 µM), for the others: at the highest dose fluorescence change, negative = quenching | TRb/SRC2 Texas Red total fluorescence interference; active means well fitted curve in either direction with a large enough effect; inconclusive means small, poorly fitted or top-dose-only effect; further: on the % scale 0 is the no-effect control and ±100 the full control effect
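Flags fluorescent or light-absorbing compounds by total fluorescence, S + 2P, at 555 nm excitation and 632 nm emission. Mixture: 20 nM Texas Red SRC2 peptide, 0.6 uM human TRb LBD, 1 uM T3, 5% DMSO; compound exposure 5 h at ambient temperature.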
RECQ1 helicase – blocks DNA unwinding by human RECQ1. P46063. RECQ1 DNA unwinding, red fluorescence kinetic read. Potency, µM (top dose mostly 57.3 µM), inactives show at the highest dose activity, negative = inhibition, usual class: inhibitors. hit rate 0.54% among 240,000;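 further: plate controls were vehicle for no effect and no enzyme for full effect; nearly all actives have a fitted effect of over 30% in size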
Target sequence (P46063 whole entry, looked up): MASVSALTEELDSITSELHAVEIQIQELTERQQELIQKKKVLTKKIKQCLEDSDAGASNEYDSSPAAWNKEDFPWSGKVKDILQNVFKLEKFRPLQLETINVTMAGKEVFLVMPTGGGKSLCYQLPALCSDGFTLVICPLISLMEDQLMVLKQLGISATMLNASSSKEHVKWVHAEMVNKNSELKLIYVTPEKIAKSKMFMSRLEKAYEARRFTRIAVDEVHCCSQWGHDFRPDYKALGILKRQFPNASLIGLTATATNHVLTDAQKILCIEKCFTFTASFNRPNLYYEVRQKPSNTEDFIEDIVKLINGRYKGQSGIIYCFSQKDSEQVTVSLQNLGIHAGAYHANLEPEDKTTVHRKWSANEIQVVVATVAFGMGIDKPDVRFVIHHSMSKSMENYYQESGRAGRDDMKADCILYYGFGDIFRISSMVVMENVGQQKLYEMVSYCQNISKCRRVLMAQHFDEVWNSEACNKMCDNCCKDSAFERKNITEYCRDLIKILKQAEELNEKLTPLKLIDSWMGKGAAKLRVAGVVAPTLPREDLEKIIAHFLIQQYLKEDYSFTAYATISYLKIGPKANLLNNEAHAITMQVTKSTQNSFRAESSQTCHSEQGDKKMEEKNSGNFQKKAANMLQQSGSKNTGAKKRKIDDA
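RECQ1T1 50 nM; forked duplex (20 bp + 30-nt ss tails) 200 nM, ATP 2 mM final; pH 8.0, 2 mM MgCl2, 2.5 ug/ml poly(dI-dC); 15 min compound preincubation; discontinuous kinetic read over 2 h at RT.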
Lamin A splicing – modulators of lamin A splicing; HeLa LMNA splicing GFP/RFP minigene ratio, 48 h; Potency, µM (doses to about 46.1 µM), for the others: top-dose ratio change, negative = inhibition, actives largely listed as inhibitors; hit rate 0.01% among 200,000; AID 1487; active means well fitted inhibition curve with a large enough effect in the signal ratio, with a control signal flat, not every such curve was filed as active; inconclusive means small, poorly fitted or top-dose-only effect, or effect the other way, or a change in a side signal; the % refers to the signal ratio; further: on the % scale 0 is the no-effect control and ±100 the full control effect
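S3 HeLa cells stably expressing lamin A-EGFP splicing minigene plus DsRed2, 600 cells/well, 48 h compound exposure at 37C. Laser-scanning cytometry; analysed as GFP (500-530 nm)/RFP (575-640 nm) total intensity ratio; 0.5% DMSO vehicle.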
TRb SRC2 PPI – inhibitors of human thyroid hormone receptor beta-SRC2 interaction | hit rate 0.065% among 280,000 | Potency, µM (titrated, usually from 106 µM), for the others: at the highest dose activity change, negative = inhibition, most hits filed as inhibitors | TRbeta-SRC2 peptide binding, fluorescence polarization; receptor liganded with 1 µM T3 | P10828;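 further: plate controls were bound peptide for no effect and peptide without receptor for full effect; nearly all actives have a fitted effect of over 50% in size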
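Read-out is fluorescence polarization (555 nm excitation, 632 nm emission) of a Texas Red SRC2 coactivator peptide; loss of signal reflects blocked binding to human TRb ligand-binding domain in the presence of 1 uM T3.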
* marks the source's active call; other numbers are inactive results; i = inactive; ? = inconclusive; · = no result given; & = joins results of further samples; [ ] = another dose, or the depositor's remark. Unless noted, the call rests on the fitted dose curve; in most records, active means well fitted curve in the direction sought with a large enough effect; inconclusive means small, poorly fitted or top-dose-only effect, or another doubt; inactive means no such curve, though single readings can be large; an effect the other way counts as inactive or inconclusive. Potency means the concentration at half of the fitted maximal effect. This is a subset; the hit share may differ from the screen's.

Compound | KDM4E inh | RGS12 GoLoco inh | SMN2 splice up | ALDH1A1 inh | TexasRed fluor | RECQ1 helicase | Lamin A splicing | TRb SRC2 PPI
CC(=O)N1CCc2ccccc2C1CC(=O)O (stereo not given) | 0% | 13% | -7% | 12% | -1% | -4% | · | 3%
COCc1nnc(NC(=O)CCSc2ccccc2)s1 | -4% | -12% | 17% | ? | 3% | 13% | 0% | -16%
C/C(=N\Nc1ccc([N+](=O)[O-])cc1)c1ccc(N)cc1 | ? | 16% | ? | ? | 0.32µM*[quencher] | 6% | 0% | -27%[53 µM]
CC(C)CNS(=O)(=O)c1ccc(S(=O)(=O)N2CCCN(Cc3ccccc3)C2)cc1 | 5% | -10% | 5% | -6% | -6% | -14% | 5% | -1%
Cn1c(SCCOc2ccccc2Cl)nnc1-c1ccncc1 | 0% | 11% | 17% | 13% | 2% | i | -3% | -16%
CNc1nc(SCC(=O)OC)nc(N2CCOCC2)n1 | 7% | -16% | -3% | -2% | -6% | -2% | 4% | -8%
C=CCNC(=S)N1CCc2c([nH]c3ccccc23)C1C (stereo not given) | -7% | 15% | -9% | 1% | -1% | -6% | 11%[46 µM] | -1%
COCc1cc(=O)n2[nH]c(-c3cccc(Br)c3)cc2n1 | ? | 15% | ? | ? | -3% | -1% | -6% | -1%
COC(=O)N/N=C(\C)c1ccc(OC(F)F)cc1OC(F)F | 6% | -4% | -1% | 7% | 2% | -14% | -11% | 5%
CCOC(=O)C1C(C(=O)OC)=C(C(=O)OC)c2ccccc2N1S(=O)(=O)C(F)(F)F (stereo not given) | · | 7% | · | -7% | -1% | -4% | · | 7%
CC(C)CC1(C(=O)O)C=CCN1C(=O)c1ccccc1 (stereo not given) | -1% | -5% | 3% | -1% | -1% | -5% | · | 5%
C[n+]1nc(Nc2ccccc2)sc1-c1ccc(C(=O)O)cc1 | ? | 1% | · | · | 0% | i | · | 5%
Cc1nc2ccc(S(=O)(=O)Nc3cccc(-c4nc5cccnc5s4)c3C)cc2s1 | ? | 14% | -75%[inhibitor] | -12% | 0% | -16% | ? | 7%
CCOc1ccc(NC(=O)N2CCC(n3c(=O)[nH]c4ccccc43)CC2)cc1 | 2% | 0% | -18% | 18% | -1% | -7% | 0% | 4%
CCC(OC(=O)c1cc2sccc2n1C)C(=O)NCc1ccco1 (stereo not given) | 0% | 2% | 4% | 2% | -5% | i | -11% | 2%
CCCCC(=O)Nc1nnn(CCC)n1 | 10% | 3% | 22% | 12% | -5% | 1% | 8% | -1%
N#C/C(=C/c1cn(CC(=O)O)c2ccccc12)C(=O)Nc1ccccc1 | ? | 60%[activator] | · | 25µM* | -2% | 14% | ? | 9%
OCCOCCOc1ccc(-c2nn[nH]n2)cc1 | -7% | 0% | 9% | 8% | -2% | -6% | 8%[46 µM] | 4%
Cc1cccc(N2C(=O)CC(NNc3nc4ccccc4s3)C2=O)c1 (stereo not given) | -8% | 11% | -7% | -4% | 2% | -3% | -2% | 6%
O=C(OCCN1C(=O)c2ccccc2C1=O)c1cc(S(=O)(=O)N2CCOCC2)ccc1F | 5% | 4% | -9% | 0% | 3% | 0% | 0% | -10%
CCOC(=O)N1CCN(C(=S)NC2CCCCC2)CC1 | 4% | 0% | -10% | -3% | -5% | -1% | -12% | -2%
COc1cccc(-c2noc(CCCC(=O)Nc3ccc(C(N)=O)cc3)n2)c1 | -6% | 5% | -16% | 4% | -10% | -7% | · | -5%
CCOc1ccc(NC(=O)N2CCCC2C(=O)NCC2CCCO2)cc1 (stereo not given) | -7% | 8% | -10% | 13% | -1% | i | 15%[46 µM] | -2%
O=C1C2=C(CCCC2)C(=O)N1CNc1ccccc1 | 51%[activator] | 12% | · | 9% | -2% | -4% | ? | -5%
COc1ccc(OCC(=O)Nc2ccc(C)cc2)cc1 | -1% | 3% | 9% | 5% | -1% | -11% | -6% | 1%
O=C(CSc1nccn1-c1ccccc1)N1CCc2ccccc21 | 4% | 5% | -1% | -8% | -3% | -1% | -6% | 1%
Cn1nc(-c2ccccc2)cc1NC(=O)c1cccs1 | 4% | 6% | · | · | 2% | i | · | 3%
CC(C)(C)n1nnnc1CN1CCN2CCCC2C1 (stereo not given) | 3% | -1% | 6% | -14% | -4% | -9% | -4% | 0%
CCOC(=O)c1c(/N=C/c2cccc([N+](=O)[O-])c2O)sc(C)c1C | 0% | -21% | -35% | 13µM* | 0% | -5% | ? | 9%
CCCCOc1ccc(CN2CCCCC2)cc1 | -2% | -2% | -3% | 8% | -6% | 1% | -7% | 0%
CN(C)C(=O)COc1ccc2cc(-c3ccccc3)c(=O)oc2c1 | ? | -3% | 18µM* | ? | 0% | ? | -13% | -6%
O=c1c(-c2ccc(F)cc2)nc2cncnc2n1-c1ccccc1 | · | 62%[activator] | · | 3% | · | -6% | 4% | ·
CN(Cc1cccc2cnccc12)C(=O)CCc1nnc(CCc2ccccc2)o1 | -22% | 5% | · | 28µM* | 1% | 21% | 11%[46 µM] | -3%
CN(C)S(=O)(=O)c1c(Cl)cccc1Cl | -1% | -7% | -1% | 1% | 2% | -14% | 17% | 0%
COC(=O)CCCCCN1C(=O)NC(c2ccc(-c3ccccc3)cc2)C(C(=O)OCc2ccccc2)=C1C (stereo not given) | -24%&-20% | -7%&3% | -10%&-14% | -7%&-1% | -1%&-3% | -9%&-7% | ? | 0%&3%
Cc1csc(NC(=O)CN2C(=O)c3ccccc3C2=O)c1C(N)=O | 0% | 4% | · | · | -5% | -1% | · | 6%
Nc1o[nH]c(=O)c1Cc1ccccc1 | 1% | 4% | · | · | -4% | 15% | · | -4%
COCCNc1nnc(SCC(=O)NNC(=O)c2ccccc2)s1 | -4% | 4% | 17% | 8% | -1% | i | · | -2%
O=C(NC1CCCCC1)c1cnn2c(C(F)(F)F)cc(-c3ccco3)nc12 | ? | 7% | -25% | ? | -2% | -4% | 16% | -5%
Cc1cc(N2CCN(S(=O)(=O)c3ccc(Br)cc3)CC2)n2ncnc2n1 | ? | 0% | · | -4% | -1% | -10% | -14%[46 µM] | -1%
CCOC(=O)n1c(=O)n(Cc2ccc(F)cc2)c2ccccc21 | -2% | -8% | -15% | 7% | 1% | -17% | 6%[46 µM] | -2%
Cc1ccc(-n2c(=O)[nH]c3c(C(N)=O)nc(-c4ccc(C)o4)nc32)cc1 | ? | 0% | 11% | ? | -6% | i | 2% | 3%
CCCCOP(=O)(OCCCC)C1(NS(=O)(=O)c2ccccc2)C=CC(=O)c2ccccc21 (stereo not given) | 5% | · | · | 1% | -3% | i | ? | -6%
COc1ccc(N(CCCN2C(=O)c3cccc4cccc(c34)C2=O)C(=O)c2cccnc2)cc1 | -30% | 6% | -26% | ? | -4% | 24% | -18%[46 µM] | -8%
Cc1nnc(SCCn2c(N3CCCC(C)C3)nc3c2c(=O)[nH]c(=O)n3C)s1 (stereo not given) | -4% | 11% | 5% | -8% | -3% | -4% | -1% | 3%
CC1CCN(c2nc3c(c(=O)n(C)c(=O)n3C)n2CCSc2ncccn2)CC1 | 1% | -4% | -13% | 4% | 0% | 3% | -2% | -5%
CCOc1ccc(OCC)c(NC(=O)CN2CCN(c3cccc(C)c3C)CC2)c1 | ? | 0% | -41%[inhibitor] | ? | 2% | -2% | -19% | -5%
N/C(=N\OC(=O)N1CCOCC1)c1ccccc1 | -4% | 5% | -75%[inhibitor] | -4% | -3% | -3% | ? | -3%
COc1cccc(-c2cnc(OC(C)(C)C)nc2OC(C)(C)C)c1 | ? | 1% | -13% | ? | -7% | -6% | -7% | 3%
COc1cccc(CNC(=O)c2nnn(-c3ccc(OC(F)(F)F)cc3)c2N)c1 | -2% | 14% | -29% | 6% | 1% | -3% | -3% | 11%
COC(=O)C(C(=O)NCC1CCCO1)C1CCCCCC1 (stereo not given) | -1% | -3% | 11% | 2% | -1% | -3% | 3% | -14%
Cc1ccc2cc(CN(Cc3cccs3)C(=O)c3ccco3)c3nnnn3c2c1C | 3% | 2% | 0% | ? | -6% | -8% | -12% | 0%
CCOC(=O)C1(C(=O)O)NC(=O)CC1c1ccccc1 (stereo not given) | 2% | -2% | -14% | -8% | 3% | 18% | -6% | -17%
COc1ccccc1OCC(=O)NCCSCc1cccc(Cl)c1 | 2% | 1% | 18% | 4% | -6% | -9% | -6% | 0%
Cc1ccc(NC(=O)c2cc(N3C(=O)C4CCCCC4C3=O)ccc2N2CCOCC2)cc1 (stereo not given) | 2% | -6% | · | 22µM* | -4% | -14% | 1%[46 µM] | -1%
COc1ccc(-c2cccc(C3CC=CC4C3C(=O)N(Cc3ccccc3)C4c3ccc(C(F)(F)F)cc3)c2)cc1 (stereo not given) | -13% | -6% | · | · | -2%&-2% | -15% | · | 6%&2%
O=C(Cc1cn2ccsc2n1)OCc1nc2ccccc2s1 | 0% | -1% | ? | 4% | -5% | -12% | -3% | -2%
COc1ccc(C2CCCN2C(=S)Nc2cccc(C)c2)cc1OC (stereo not given) | -6% | 2% | · | -11% | -5% | -9% | · | 0%
COc1ccc(-c2nn(-c3ccccc3)cc2CNC(=O)c2cccc([N+](=O)[O-])c2)cc1 | -2% | 1% | 10% | -6% | -2% | -1% | ? | -5%
CS(=O)(=O)N(CC(=O)NCCSCc1ccco1)c1ccc2c(c1)OCO2 | 7% | 2% | · | ? | 0% | -13% | 28%[46 µM] | 2%

(cont.)
Compound | KDM4E inh | RGS12 GoLoco inh | SMN2 splice up | ALDH1A1 inh | TexasRed fluor | RECQ1 helicase | Lamin A splicing | TRb SRC2 PPI
CC1CCCC(C)N1C(=O)CSCc1ccc(Cl)cc1 (stereo not given) | -1% | 1% | -17% | 22µM* | 5% | -2% | -2% | -4%
N=c1c2c(-c3ccccc3)c(-c3ccccc3)oc2ncn1CCCN1CCOCC1 | ? | 3% | ? | ? | 1% | -11% | ? | 3%
Cc1cc2nc3c(=O)[nH]c(=O)nc-3n(CC(O)C(O)C(O)COP(=O)(O)O)c2cc1C (stereo not given) | · | 16µM* | · | -1% | -6% | -29% | ? | 4%
CN(C)c1nc(-c2ccccc2)c2cnn(Cc3ccccc3)c2n1 | ? | 3% | 4% | ? | 2% | -7% | 0% | 2%
